Screening results as filed in PubChem.
HTT cytoprotect = qHTS Multiplex Assay to Identify Dual Action Probes in a Cell Model of Huntington: Cytoprotection (ATP) | Potency, µM (titrated, usually from 56.4 µM), inactives show cytoprotection (ATP increase), usual class: activators | PC12 HTT-Q103 induced, cytoprotection, ATP luminescence, 40 h | hit rate 0.14% among 230,000 | AID 1471, 2008;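 further: potency means the concentration at half of the fitted maximal effect; % of control where 0% means no effect; nearly all actives have a fitted effect of over 45% in size; toxic huntingtin expression switched on by the ecdysone agonist tebufenozide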
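Cells were plated at 1500 per well in phenol red-free DMEM with 5% equine and 5% calf serum. Tebufenozide (100 nM final) and compounds were added, then ATPlite reagent, and luminescence was read.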
LMNA splice mod = qHTS Assay for Modulators of Lamin A Splicing. hit rate 0.01% among 200,000. AID 1487, 2009. Potency, µM (doses to about 46.1 µM), inactives show at the top dose ratio change, negative = inhibition, usual class: inhibitors. HeLa LMNA splicing GFP/RFP minigene ratio, 48 h; active means well fitted inhibition curve with a large enough effect in the signal ratio, with a control signal flat, not every such curve was filed as active; inconclusive means small, poorly fitted or top-dose-only effect, or effect the other way, or a change in a side signal; the % refers to the signal ratio; further: potency means the concentration at half of the fitted maximal effect; on the % scale 0 is the no-effect control and ±100 the full control effect
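S3 HeLa cells stably expressing lamin A-EGFP splicing minigene plus DsRed2, 600 cells/well, 48 h compound exposure at 37C. Laser-scanning cytometry; analysed as GFP (500-530 nm)/RFP (575-640 nm) total intensity ratio; 0.5% DMSO vehicle.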
SMN2 splice up = qHTS Assay for Enhancers of SMN2 Splice Variant Expression. hit rate 2.8% among 210,000. HEK293 SMN2-luciferase splicing reporter, luminescence, 30-36 h. Potency, µM (series often up to 46.1 µM), without a hit: at the top dose activity change, positive = activation, hits mostly activators. AID 1458, 2008; further: potency means the concentration at half of the fitted maximal effect; % of control where 0% means no effect; nearly all actives have a fitted effect of over 55% in size
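qHTS luciferase splicing reporter: luminescence rises when SMN2 exon 7 is included in transfected HEK293 cells. Compound exposure lasted 30-36 h at 37C, with 4.5 mM final sodium butyrate as control, followed by a ONE-Glo read.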
CBFb-RUNX1 inh = qHTS Assay for Compounds Blocking the Interaction Between CBF-beta and RUNX1 for the Treatment of Acute Myeloid Leukemia; Potency, µM (top dose mostly 59.8 µM), inactives show at the highest dose activity, negative = inhibition, hits mostly inhibitors; 230,000 tested, under 10 active; AlphaScreen CBFb-His/RUNX1-biotin binding, biochemical; Runt-related transcription factor 1 (Homo sapiens) + Core-binding factor subunit beta …; further: % of control where 0% means no effect
Target sequence (Q01196 whole entry, looked up): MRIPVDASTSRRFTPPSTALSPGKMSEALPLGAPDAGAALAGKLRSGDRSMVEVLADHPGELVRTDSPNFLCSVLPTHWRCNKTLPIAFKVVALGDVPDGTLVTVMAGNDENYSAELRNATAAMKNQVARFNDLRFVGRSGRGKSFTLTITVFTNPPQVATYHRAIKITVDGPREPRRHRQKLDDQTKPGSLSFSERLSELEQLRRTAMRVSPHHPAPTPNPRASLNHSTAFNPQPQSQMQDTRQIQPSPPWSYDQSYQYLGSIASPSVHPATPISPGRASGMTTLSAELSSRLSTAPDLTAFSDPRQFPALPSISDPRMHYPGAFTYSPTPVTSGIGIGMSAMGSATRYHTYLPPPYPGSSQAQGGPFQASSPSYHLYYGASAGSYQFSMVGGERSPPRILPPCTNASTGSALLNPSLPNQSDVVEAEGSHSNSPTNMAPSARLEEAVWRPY
Target sequence (Q13951 whole entry, looked up): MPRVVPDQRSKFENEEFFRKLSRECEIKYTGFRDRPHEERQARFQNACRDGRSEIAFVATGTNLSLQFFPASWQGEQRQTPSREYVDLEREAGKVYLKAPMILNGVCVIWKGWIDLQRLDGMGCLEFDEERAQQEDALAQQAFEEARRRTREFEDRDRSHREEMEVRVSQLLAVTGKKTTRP
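CBF-beta (His) and RUNX1 (biotin), 30 nM each; 20 min preassociation; + compound, 15 min; + beads 50 ng each (Ni, streptavidin), 90 min; RT; AlphaScreen read.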
HttQ103 aggreg = qHTS Multiplex Assay to Identify Dual Action Probes in a Cell Model of Huntington: Aggregate Formation (GFP); hit rate 1.1% among 220,000; PC12 HttQ103-GFP aggregates, Acumen cytometry, 40 h; Potency, µM (highest dose often 46.1 µM), inactives show at the highest dose activity change, negative = inhibition, most hits filed as inhibitors; further: potency means the concentration at half of the fitted maximal effect; on the % scale 0 is the no-effect control and ±100 the full control effect; nearly all actives have a fitted effect of over 60% in size
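Multiplexed with ATP-based cell death, this channel scores GFP aggregates in PC12 cells expressing inducible HTTex1-Q103-GFP. Induction used 100 nM tebufenozide; compounds were tested in concentration series.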
IMPase Li cell = qHTS Assay for Identifying the Cell-Membrane Permeable IMPase Inhibitors: Potentiation with Lithium; CHO-M1 cells, IP1 TR-FRET (IP-One), carbachol + lithium; Potency, µM (series often up to 59.4 µM), for the others: at the top dose activity, negative = IMPase inhibition, most hits filed as inhibitors; hit rate 0.35% among 210,000;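 further: IP1 builds up when IMPase is blocked and the TR-FRET signal falls; potency means the concentration at half of the fitted maximal effect; plate controls were basal vehicle for no effect and high inhibitor control for full effect; nearly all actives have a fitted effect of over 50% in size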
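CHO-M1, 2000 cells/well, 16–30 h culture; cpd + low Li+, 30 min 37C; lysis with d2-IP1/Eu-anti-IP1 Ab, 10 min RT; TR-FRET 665/620 ratio and 620 channel; AC50 via Hill.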
KinaseGlo FLuc = Counterscreen for Luciferase (Kinase-Glo TM) Inhibition; hit rate 0.28% among 200,000; AID 1379, 2008; Potency, µM (highest dose often 38.3 µM), inactives show at the top dose activity change, negative = inhibition, hits mostly inhibitors; Luciferin 4-monooxygenase (Photuris pensylvanica), Q27757; Kinase-Glo luciferase, ATP luminescence, 8 min; further: potency means the concentration at half of the fitted maximal effect; on the % scale 0 is the no-effect control and ±100 the full control effect; nearly all actives have a fitted effect of over 60% in size
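Compound is pinned into ATP-containing buffer (10 uM ATP, imidazole pH 7.2, 7 mM MgCl2). Kinase-Glo luciferase reagent is then added. Light output is recorded following an 8-min room-temperature incubation.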
* marks the source's active call; other numbers are inactive results; [ ] = dose if it differs, or a comment. Unless noted, the call rests on the fitted dose curve; in most records, active means well fitted curve in the direction sought with a large enough effect; inconclusive means small, poorly fitted or top-dose-only effect, or another doubt; inactive means no such curve, though single readings can be large; an effect the other way counts as inactive or inconclusive.

For CCOC(=O)C1=C(Cn2ccc(C(F)(F)F)n2)NC(=O)NC1c1ccc2c(c1)OCO2 (centres undefined) the results were HTT cytoprotect 11%, LMNA splice mod -12%, SMN2 splice up 2%, CBFb-RUNX1 inh 9%, HttQ103 aggreg -11%, IMPase Li cell 31%[38.3 µM] and KinaseGlo FLuc -2%.
`N#Cc1c(-c2ccccc2)nc(SCC(=O)Nc2nnc(C(F)(F)F)s2)[nH]c1=O` gave HTT cytoprotect -21%, LMNA splice mod -3%[9.22 µM], SMN2 splice up -5%, CBFb-RUNX1 inh -7%, HttQ103 aggreg 9%, IMPase Li cell 11µM* and KinaseGlo FLuc 8%.
`COc1cccc(-c2nnc(SCc3ccc(C#N)cc3)n2Cc2ccco2)c1` gave HTT cytoprotect -4%, LMNA splice mod inconclusive, SMN2 splice up -14%, CBFb-RUNX1 inh -3%, HttQ103 aggreg 15%, IMPase Li cell 10%[38.3 µM] and KinaseGlo FLuc -5%.
COc1cc(/C=C/CN2CCN(CCC(C)C)C(CCO)C2)ccc1O (centres undefined) was read as HTT cytoprotect 7%[10 µM], LMNA splice mod inconclusive, CBFb-RUNX1 inh 5%, HttQ103 aggreg -9%[9.22 µM], IMPase Li cell 6% and KinaseGlo FLuc -3%.
For FC(F)(F)c1cccc(NCc2cn3cccnc3n2)c1 the results were HTT cytoprotect -11%, LMNA splice mod 6%, SMN2 splice up -11%, CBFb-RUNX1 inh 0%, HttQ103 aggreg -12%, IMPase Li cell 0%[38.3 µM] and KinaseGlo FLuc -4%.
O=C(COc1ccccc1-c1ccccc1)NCCN1C(=O)S/C(=C\c2cccnc2)C1=O was read as HTT cytoprotect 23%[10 µM], LMNA splice mod -8%, SMN2 splice up -25%, CBFb-RUNX1 inh -7%, HttQ103 aggreg 14%, IMPase Li cell 15% and KinaseGlo FLuc -1%.
Screening COc1ccc(/C=C/C(=O)Nc2nc(C)c(C(=O)N(C)C)s2)cc1OC returned HTT cytoprotect -3%[10 µM], LMNA splice mod -13%, SMN2 splice up 1%, CBFb-RUNX1 inh 6%, HttQ103 aggreg -1%, IMPase Li cell -3% and KinaseGlo FLuc 1%.
Screening O=c1c(-c2ccc(F)cc2)nc2cnc(N3CCNCC3)nc2n1Cc1ccc(F)cc1 returned HTT cytoprotect -12%, LMNA splice mod inconclusive and IMPase Li cell 23%.
For O=C(NN1C(=O)C2C(C1=O)C1C=CC2C12CC2)c1cccc(Cl)c1 (centres undefined) the results were HTT cytoprotect 6%[10 µM], LMNA splice mod -3%[46 µM], CBFb-RUNX1 inh 2%, HttQ103 aggreg 6%[9.22 µM], IMPase Li cell 3% and KinaseGlo FLuc -1%.
For CCOc1ccc(/C=N/OCC(=O)Nc2ccc(OCc3ccccc3)cc2)cc1OC the results were HTT cytoprotect -21%[10 µM], LMNA splice mod inconclusive, SMN2 splice up -23%, CBFb-RUNX1 inh -2%, HttQ103 aggreg 7%, IMPase Li cell 5% and KinaseGlo FLuc 1%.
`Cc1cc2ccccn2c1C(=S)NC(=O)c1ccccc1` gave HTT cytoprotect 6%[10 µM], LMNA splice mod 2%, SMN2 splice up 15%, HttQ103 aggreg 10%, IMPase Li cell 5% and KinaseGlo FLuc -1%.
Screening COCCNC(=S)NNC(=O)c1cccs1 returned HTT cytoprotect -17%, LMNA splice mod inconclusive, SMN2 splice up -4%, CBFb-RUNX1 inh 6%, HttQ103 aggreg 8%, IMPase Li cell -4% and KinaseGlo FLuc -1%.

Brought forward from above: 2 entries, followed by the next part.
`Cc1cc2ccccn2c1C(=S)NC(=O)c1ccccc1` gave HTT cytoprotect 6%[10 µM], LMNA splice mod 2%, SMN2 splice up 15%, HttQ103 aggreg 10%, IMPase Li cell 5% and KinaseGlo FLuc -1%.
Screening COCCNC(=S)NNC(=O)c1cccs1 returned HTT cytoprotect -17%, LMNA splice mod inconclusive, SMN2 splice up -4%, CBFb-RUNX1 inh 6%, HttQ103 aggreg 8%, IMPase Li cell -4% and KinaseGlo FLuc -1%.
For CCOC(=O)Cn1c(=O)oc2cc(S(=O)(=O)NCC3CCCO3)ccc21 (centres undefined) the results were HTT cytoprotect -4%, LMNA splice mod -8%, SMN2 splice up 4%, CBFb-RUNX1 inh 1%, HttQ103 aggreg -11%, IMPase Li cell -3%[38.3 µM] and KinaseGlo FLuc -4%.
Cc1ccc(C(=O)CCC2CCCCC2=O)cc1 (centres undefined) was read as HTT cytoprotect -14%, LMNA splice mod 14%, SMN2 splice up -7%, CBFb-RUNX1 inh 11%, HttQ103 aggreg -7%, IMPase Li cell -4%[38.3 µM] and KinaseGlo FLuc -2%.
`COCCNc1nnnc2c1sc1nc(N3CCOCC3)c3c(c12)CCCC3` gave HTT cytoprotect -33%[inhibitor], LMNA splice mod inconclusive, SMN2 splice up -10%, CBFb-RUNX1 inh -2%, HttQ103 aggreg inconclusive, IMPase Li cell -7% and KinaseGlo FLuc 2%.
O=C(Cn1c(CO)nc2ccccc21)Nc1cc(C(F)(F)F)ccc1N1CCOCC1 was read as HTT cytoprotect -10%[10 µM], LMNA splice mod -9%, CBFb-RUNX1 inh 5%, HttQ103 aggreg 23%, IMPase Li cell 40%[activator][38.3 µM] and KinaseGlo FLuc 2%.
`N#Cc1ccsc1NC(=O)COC(=O)c1cc2ccccc2cc1O` gave LMNA splice mod inconclusive, SMN2 splice up 22µM*, CBFb-RUNX1 inh -5%, HttQ103 aggreg inconclusive, IMPase Li cell -7% and KinaseGlo FLuc -5%.
For O=C1NC(=S)S/C1=C1\Sc2ccccc2N1CCCS(=O)(=O)O the results were HTT cytoprotect -10%[10 µM], LMNA splice mod 9%, SMN2 splice up -8%, CBFb-RUNX1 inh 9%, HttQ103 aggreg -7%, IMPase Li cell 35%[activator][38.3 µM] and KinaseGlo FLuc 1%.
`CCOC(=O)CNC(=O)CSc1nc2c(C)cccc2cc1CC` gave SMN2 splice up 0%, CBFb-RUNX1 inh 4%, IMPase Li cell -24% and KinaseGlo FLuc 2%.
`O=C(OCN1C(=O)c2ccccc2C1=O)c1cccs1` gave HTT cytoprotect 3%, LMNA splice mod -1%, SMN2 splice up 25%, CBFb-RUNX1 inh -8%, HttQ103 aggreg 8%, IMPase Li cell 17%[38.3 µM] and KinaseGlo FLuc -2%.
Screening COC(=O)CCC(=O)NC(=S)Nc1ccc(S(=O)(=O)Nc2cc(OC)nc(OC)n2)cc1 returned LMNA splice mod -3%, SMN2 splice up -2%, CBFb-RUNX1 inh -1%, HttQ103 aggreg -4%, IMPase Li cell -9% and KinaseGlo FLuc -2%.
Screening N#CCCn1cc(C(=O)N2CCCCC2)c(-c2ccc([N+](=O)[O-])cc2)n1 returned HTT cytoprotect -11%[10 µM], LMNA splice mod -1%[46 µM], SMN2 splice up 2%, CBFb-RUNX1 inh -2%, HttQ103 aggreg 14%, IMPase Li cell 12% and KinaseGlo FLuc 0%.
For Cc1cc(Cl)ccc1OCC(=O)N1CC(C)CC(C)C1 (centres undefined) the results were HTT cytoprotect 27%, LMNA splice mod inconclusive, SMN2 splice up 2%, CBFb-RUNX1 inh 12%, HttQ103 aggreg -7%, IMPase Li cell 10%[38.3 µM] and KinaseGlo FLuc -3%.
`CCOC(=O)Nc1ccc(S(=O)(=O)NC2CCCCC2)cc1` gave HTT cytoprotect 9%, LMNA splice mod inconclusive, SMN2 splice up -23%, CBFb-RUNX1 inh 2%, HttQ103 aggreg -31%, IMPase Li cell 9% and KinaseGlo FLuc 1%.
COc1ccc(-c2nc3c(c4c2C[C@H](c2ccccc2)OC4)CN(C(=O)NCc2ccco2)CC3)c(C)c1 was read as HTT cytoprotect -7%[10 µM], LMNA splice mod inconclusive, SMN2 splice up 2%[9.22 µM], CBFb-RUNX1 inh -4%[13.1 µM], IMPase Li cell 4% and KinaseGlo FLuc -3%[7.66 µM].
For CCOC(=O)C(NC(=O)c1ccccc1)=C1CCCCC1 the results were HTT cytoprotect 1%, LMNA splice mod inconclusive, SMN2 splice up 7%, CBFb-RUNX1 inh 13%, HttQ103 aggreg -6%, IMPase Li cell -9%[38.3 µM] and KinaseGlo FLuc -10%.
CN(NC(=O)c1ccc(Cl)cc1)c1cccc(Cl)n1 was read as HTT cytoprotect -11%, LMNA splice mod -2%, SMN2 splice up -16%, CBFb-RUNX1 inh -1%, HttQ103 aggreg -2%, IMPase Li cell 0%[38.3 µM] and KinaseGlo FLuc -1%.
`CCC(=O)Nc1cccc(-c2cn3cccc(C)c3n2)c1` gave HTT cytoprotect -10%[10 µM], CBFb-RUNX1 inh -1% and HttQ103 aggreg -26%[9.22 µM].
Cc1cc(N2C(=O)c3ccc(C(=O)NCc4ccccc4)cc3C2=O)no1 was read as HTT cytoprotect -35%[inhibitor][0.074 µM], LMNA splice mod inconclusive and CBFb-RUNX1 inh 7%.
For COc1ccccc1Nc1cc(C(=O)NCc2cccnc2)c2ccccc2n1 the results were HTT cytoprotect -6%[10 µM], CBFb-RUNX1 inh 2% and HttQ103 aggreg -12%[9.22 µM].
For [N-]=[N+]=N[C@@H]1[C@H](O)[C@H](CO)O[C@@H]1n1cnc2c(N)ncnc21 the results were HTT cytoprotect 3%[10 µM], SMN2 splice up -8%[9.22 µM], IMPase Li cell -4% and KinaseGlo FLuc -6%[7.66 µM].
For Cn1c(=O)c2cc(S(=O)(=O)NC(C(=O)Nc3cccnc3)c3ccccc3)ccc2n(C)c1=O (centres undefined) the results were HTT cytoprotect -6%, LMNA splice mod -3%, SMN2 splice up inconclusive, CBFb-RUNX1 inh -3%, HttQ103 aggreg -3%, IMPase Li cell -2%[38.3 µM] and KinaseGlo FLuc 2%.
COc1ccc(C(=O)Cc2nnc(C)s2)c(OC)c1 was read as LMNA splice mod -2%, SMN2 splice up inconclusive, CBFb-RUNX1 inh -1%, HttQ103 aggreg 28%, IMPase Li cell 0% and KinaseGlo FLuc 0%.
`Cc1ccc(Nc2nc(N)c([N+](=O)[O-])c(NCCO)n2)cc1` gave HTT cytoprotect inconclusive, CBFb-RUNX1 inh 1% and HttQ103 aggreg 42%[9.22 µM].
